Bioassay records from PubChem.
RmlC RmlD mix: RmlC/RmlD inhibition, mixture screen | inhibition, % at 5.5 µM | RmlC/RmlD coupled enzyme inhibition, 384-well mixture HTS | 0.39% of 110,000 active; in the data active = inhibition above about 30%, passing the limit was not always enough; inconclusive = no clear call, values can overlap the other calls; also: strong numbers were not always called active
RT RNaseH block: blocks HIV-1 RNase H cleavage of RNA/DNA duplex. P04585. RT-RNase H RNA/DNA duplex cleavage, fluorescence. inhibition, % at 10 µM. 1.9% of 65,000 active. AID 565; in the data active = inhibition above about 50%
* marks the source's active call; other numbers are inactive results; ? = inconclusive; / = not tested or not shown; & = joins results of further samples. The list is partial; count on the stated rates, not on these rows.

SMILES	RmlC RmlD mix	RT RNaseH block
COc1cc(SC#N)ccc1N=Cc1c(C)[nH]n(-c2ccc(Cl)cc2)c1=O	7	/
O=C(CSc1cn(Cc2ccccc2)c2ccccc12)Nc1nccs1	5	-9
Nc1ccc(C23CC4CC(CC(CO)(C4)C2)C3)cc1	3	/
CCC(CC)C(=O)NCCc1cc2c(OC)ccc(OC)c2[nH]c1=O	10	-6
CCOC(=O)C1C2C=CC3(CN(c4ccc(Cl)c(F)c4)C(=O)C13)O2 (centres undefined)	3	2
CC(C)(C)OC(=O)NC(=NCCCc1cn(CC(=O)N2CCN(C(=O)OC(C)(C)C)CC2)nn1)NC(=O)OC(C)(C)C	-41	/
CCCCc1nc2sc3c(SCC(=O)NCc4ccco4)ncnc3c2c2c1CCC2	25	/
Cc1ccc2nc(N3CCN(Cc4ccc(F)cc4)C3=O)c(C)cc2c1	-6	-4
C=CCCC(=O)Nc1nc(C)c(-c2csc(Nc3ccccc3OC)n2)s1	?	/
Cc1ccccc1Nc1nc(N)nc(CSc2nnnn2-c2ccccc2)n1	4	-4
Cc1ccc(C)c(OCC(=O)Nc2nonc2NC(=O)COc2cc(C)ccc2C)c1	1	73*
O=C1c2ccccc2C(Nc2ccc3c(c2)OCCO3)N1Cc1ccccc1 (centres undefined)	-15	-14
COc1ccccc1C(=O)N1CCN(C2CCN(Cc3ccccc3)CC2)CC1	/	-7
COc1ccc(CN(Cc2cccnc2)S(=O)(=O)c2ccc(-n3cnnn3)c(C)c2)cc1OC	1	-11
O=C1NC2=C(C(=O)CCC2)C(c2ccc3ncccc3c2)N1 (centres undefined)	-12	4
Cn1c2ccc(Cl)cc2c2nc3ccccc3nc21	-7	21
O=C(c1ccccc1)c1c[nH]c(C(=O)NCCCN2CCOCC2)c1	5	/
Cc1ccc(-c2nnc3sc(-c4ccc5c(c4)OCCO5)nn23)cc1	/	1
O=C(Nc1cc2c(oc1=O)CCCC2=O)c1ccc(Cl)cc1	-4	/
COc1ccccc1N1CCN(C(=O)c2ccc(S(=O)(=O)N3CCCCC3)cc2)CC1	-5	-18
CC(C(=O)Nc1sc2c(c1C(=O)NCc1ccco1)CCCC2)N1C(=O)c2ccccc2C1=O (centres undefined)	-10	/
COc1ccc(NC(=O)NCc2ccccn2)cc1OC	13	7
CCCC(=O)Nc1cccc(-c2nc3cc(C)c(C)cc3o2)c1	-5	31
C(=N\N1CCN(C2c3ccccc3-c3ccccc32)CC1)/c1ccncc1	1	/
O=[N+]([O-])c1ccccc1NCCNc1ncc(C(F)(F)F)cc1Cl	11	/
CCOc1ccc(NC(=O)C(=O)NCCCn2ccnc2)cc1	2	/
O=C(COc1ccc(Br)cc1)N1CCN(Cc2ccncc2)CC1	-1	-12
CSc1nnc(-c2sc(-c3ccccc3)nc2C)n1C	12	/
COc1cc(O)c(C(CCN2CCCC2)c2cc(OC)c(OC)c(OC)c2)c(OC)c1 (centres undefined)	8	/
CCOC(=O)N1CCN(c2ncnc3c2[nH]c2ccc(F)cc23)CC1	4	/
Cc1csc2nc(CSc3nc4ccccc4o3)cn12	-10	-5
CCOc1ccc(/C(=N\O)C(C)NO)cc1 (centres undefined)	2	-4
O=c1c2[nH]c3ccccc3c2ncn1CCCn1ccnc1	-84	1
O=c1cc(-c2ccc(O)cc2)oc2c(C3OCC(O)C(O)C3O)c(O)c(C3OC(CO)C(O)C(O)C3O)c(O)c12 (centres undefined)	-113	/
CC(C)CCn1c(=O)c2ccccc2n2c(CN3C(=O)NC4(CCC(C)CC4)C3=O)nnc12 (centres undefined)	-1	14
CCOC(=O)c1cnc(=O)[nH]c1C	9	-4

Exported with values under each structure: entries from further up
Every second line gives: RmlC RmlD mix, RT RNaseH block
> Cn1c2ccc(Cl)cc2c2nc3ccccc3nc21
  -7, 21
> O=C(c1ccccc1)c1c[nH]c(C(=O)NCCCN2CCOCC2)c1
  5, /
> Cc1ccc(-c2nnc3sc(-c4ccc5c(c4)OCCO5)nn23)cc1
  /, 1
> O=C(Nc1cc2c(oc1=O)CCCC2=O)c1ccc(Cl)cc1
  -4, /
> COc1ccccc1N1CCN(C(=O)c2ccc(S(=O)(=O)N3CCCCC3)cc2)CC1
  -5, -18
> CC(C(=O)Nc1sc2c(c1C(=O)NCc1ccco1)CCCC2)N1C(=O)c2ccccc2C1=O (centres undefined)
  -10, /
> COc1ccc(NC(=O)NCc2ccccn2)cc1OC
  13, 7
> CCCC(=O)Nc1cccc(-c2nc3cc(C)c(C)cc3o2)c1
  -5, 31
> C(=N\N1CCN(C2c3ccccc3-c3ccccc32)CC1)/c1ccncc1
  1, /
> O=[N+]([O-])c1ccccc1NCCNc1ncc(C(F)(F)F)cc1Cl
  11, /
> CCOc1ccc(NC(=O)C(=O)NCCCn2ccnc2)cc1
  2, /
> O=C(COc1ccc(Br)cc1)N1CCN(Cc2ccncc2)CC1
  -1, -12
> CSc1nnc(-c2sc(-c3ccccc3)nc2C)n1C
  12, /
> COc1cc(O)c(C(CCN2CCCC2)c2cc(OC)c(OC)c(OC)c2)c(OC)c1 (centres undefined)
  8, /
> CCOC(=O)N1CCN(c2ncnc3c2[nH]c2ccc(F)cc23)CC1
  4, /
> Cc1csc2nc(CSc3nc4ccccc4o3)cn12
  -10, -5
> CCOc1ccc(/C(=N\O)C(C)NO)cc1 (centres undefined)
  2, -4
> O=c1c2[nH]c3ccccc3c2ncn1CCCn1ccnc1
  -84, 1

Continued.
SMILES	RmlC RmlD mix	RT RNaseH block
O=C(Nc1cccc2c1CCCC2)c1cc([N+](=O)[O-])ccc1Cl	-11	/
Cc1ccc(O)c(NC(=O)C2CC(c3c(F)cccc3Cl)=NO2)c1 (centres undefined)	8	-2
COC(=O)c1[nH]c2ccccc2c1NC(=O)CN1CCN(C(=O)c2ccco2)CC1	7	-7
COCCNC(=O)c1ccc2c3n(nc2c1)-c1ccc(Cl)cc1CO3	-7	/
CSc1cccc(NC(=O)CN(c2ccc(C)cc2C)S(C)(=O)=O)c1	8	24
Cc1cc(C)c(C#N)c(SCC2COc3ccccc3O2)n1 (centres undefined)	-6	-49
CC(=O)c1c(C)nc2nonc2c1N	/	-26
CCn1c(SCC(=O)N/N=C/C=C\c2ccccc2[N+](=O)[O-])nc2ccccc21	-4	/
Cc1cc(C)c(C)c(OCCCCn2cnc3ccccc3c2=O)c1	-7	/
Cn1c(O)c(/C=N/c2ccccn2)c(=O)n(C)c1=O	-3	-6
CCCn1c(Cc2ccccc2)n[nH]c1=S	31	/
Cc1cccc(Nc2nc(NCCO)nc(N3CCCC3)n2)c1	-9	/
COc1cccc(-c2cc(C(=O)N3CCCCCC3)no2)c1	-3	-10
COc1ccc2[nH]c3c(C)c4ccncc4c(C)c3c2c1	-52	/
CC(=O)c1c(C)nc(-c2ccccc2)nc1NC(=O)C(C)C	-2	/
COc1ccccc1NC(=O)CC1C(=O)NCCN1C(=O)Nc1ccc(Cl)c(Cl)c1 (centres undefined)	-5	7
Cc1ccsc1C(=O)OCc1nc2ccccc2c(=O)[nH]1	10	/
COc1ccccc1NC(=O)CN1CCC(n2c(C)nc3cc(F)ccc32)CC1	4	-13
COc1cc(NC(=S)NCc2ccco2)cc(OC)c1	-2	/
CCCn1c(SCC(=O)NCc2ccco2)nnc1C(C)C	4	1
COC(=O)CCC(=O)Nc1cccc(Cl)c1	-2	-3
CC(=O)NC12CC3CC(C1)CC(C(=O)OCC(=O)Nc1ncc(Cl)c(C)c1Cl)(C3)C2	-7	18
CCCCn1nnnc1NCc1cc(OC)c(OC)c(OC)c1	-8	-11
N#CCC(=O)NC(=O)NCC1CC1	-79	/
Cc1onc(-c2ccccc2Cl)c1C(=O)N1C=CC(C(F)(F)Cl)=NCC1	1	/
COc1ccc2c(c1)c1ncn(Cc3ccco3)c(=O)c1n2C	29	-36
O=C(C1CC1)N1CCc2cc(S(=O)(=O)NC3CCN(Cc4ccccc4)CC3)ccc21	/	11
CNC(=O)Oc1ccc2c(c1)[C@]1(C)CCN(C)C1N2C (some centres undefined)	-11	/
CC(O)CNCc1cccc2ccccc12 (centres undefined)	-7	/
Cc1cc(C(=O)CSCCCn2c(=O)[nH]c3ccccc32)c(C)n1C	4	-10
O=S(=O)(Nc1nc2ccccc2[nH]1)c1ccc2ccccc2c1	10	/
Cc1cc(C)c(NC(=O)C2CC(=O)N(c3ccc4c(c3)OCCO4)C2)c(C)c1 (centres undefined)	6	/
COc1cc(OC)cc(C(=O)NCC(=O)N2CCCCC2)c1	10	-5
CCn1c(-c2ccc(N(C)C)cc2)nc2ccccc21	-35	-11
O=C(Nc1ccccc1)C1CCCCC1	-9	/
COc1ccc(S(=O)(=O)N2CCC(C(=O)NCCC3=CCCCC3)CC2)cc1C	3	/
CCOc1ccc(C2N(c3ccc(F)cc3)C(=O)C3CCCN32)cc1 (centres undefined)	7	6
COCc1nnc(NC(=O)CSCc2ccccc2)s1	3	/
CC1CCCCC1NC(=O)CSc1nc2ccccc2c(=O)n1Cc1ccco1 (centres undefined)	/	35
COc1ccc(-n2c(SCC(=O)NCc3cccs3)nnc2-c2ccoc2C)cc1	/	7
CCn1nc(CC(=O)Nc2nnc(CC(=O)N3CCCC3)s2)c2ccccc2c1=O	6	-10
CCC(=O)N1CC(C)C(=O)Nc2ccccc21 (centres undefined)	13	2
CCCOC(=O)c1cccc(NC(=O)c2cccnc2)c1	-11	-11
CCOC(=O)c1c(NS(C)(=O)=O)sc2c1CCC(C)C2 (centres undefined)	6	13
OC1(c2cccnc2)CC2CCC(C1)N2Cc1nnnn1Cc1ccccc1 (centres undefined)	/	-9
CCOC(=O)C[n+]1c(C)ccc2c1CCC2	-11	/
O=c1cc(-c2ccncc2)oc2ccccc12	13	-16
Cn1c(=O)cc(OCC(=O)NCCCN2CCN(c3cccc(Cl)c3)CC2)c2ccccc21	19	-7

Pulled by compound from above (2):
SMILES	RmlC RmlD mix	RT RNaseH block
COCc1nnc(NC(=O)CSCc2ccccc2)s1	3	/
CCC(=O)N1CC(C)C(=O)Nc2ccccc21 (centres undefined)	13	2

(more compounds)
SMILES	RmlC RmlD mix	RT RNaseH block
Cc1nn(-c2ccccc2)c2[nH]c(=O)c(CNCCN3CCOCC3)cc12	-1	-19
S=c1[nH]ncn1/N=C/c1ccccn1	6	/
Cc1ccc(C2C(C#N)=C(N)Oc3n[nH]c(-c4ccccc4)c32)o1 (centres undefined)	2	/
CCCNC(=O)c1ccccc1NC(=O)CSCc1ccc(OC)cc1	5	/
CCOC(=O)c1[nH]c2c(c1C)C(=O)CC(c1ccc(F)cc1)C2 (centres undefined)	-8	30
O=C(NCc1ccccc1)c1sc(=S)n2c1[nH]c(=O)c1ccccc12	131	/
O=S(NCc1ccco1)C12CC3CC(CC(C3)C1)C2 (centres undefined)	12	37
CCc1ccc(NS(=O)(=O)c2cc(OC)ccc2OC)cc1	16	-4
COc1ccc(C(=O)NCCCCCC(=O)O)cc1OC	2	-9
O=C(NCC(=O)N(CC1CCCO1)C(C(=O)NC1CCCCC1)c1ccc(F)cc1)c1ccco1 (centres undefined)	1	7
Cc1ccc(NC(=S)C2=C(O)c3ccccc3N(C)S2(=O)=O)cc1	-1	/
COc1ccc(-c2nc(CSCC(=O)N3CCc4ccccc43)c(C)o2)cc1OC	5	-2
O=C(C1CCCCC1)N1CCC(c2nc3c(nnn3Cc3c(F)cccc3Cl)c(=O)[nH]2)CC1	-11	-17
Cc1ccc(S(=O)(=O)Cc2csc(N)n2)cc1	11	-16
COc1ccccc1CNC(=O)CCCn1c(=O)c2ccccc2n(CC(=O)NC2CCCC2)c1=O	7	-19
CCCn1nc(NS(C)(=O)=O)c2cc3cccc(C)c3nc21	-4	0
O=C(COc1ccccc1)Nc1nn[nH]n1	/	0
Cc1nn(Cc2c(F)c(F)c(F)c(F)c2F)c(C)c1NC(=O)c1ccc(COc2cc(Cl)ccc2Cl)cc1	-10	/
COc1cccc(C(CC(=O)NCCN2CCOCC2)NS(=O)(=O)c2ccc(C)cc2)c1OC (centres undefined)	-7	-2
CC(C)NC(=O)NC(=O)COC(=O)c1ccccc1Oc1ccccc1	-5	/
CC(=O)OCC1=C(C(=O)O)N2C(=O)[C@@H](NC(=O)Cc3cccs3)[C@H]2SC1	7&5	14
COc1cc(Br)c(C(C)NC(=O)c2ccccc2)cc1OC (centres undefined)	5	/
C/C(CCN1CCCCc2nc(C)c(C)cc21)=N\OC[C@@H](O)[C@H]1O[C@@H]2OC(C)(C)O[C@@H]2[C@H]1O	-147	/
O=C(C1CC(c2ccc(F)cc2)=NO1)N1CCCc2ccccc21 (centres undefined)	3	/
CCCCNCCCOc1cccc(Cl)c1	15	-11
O=C(CSCSCC(=O)NCC1CCCO1)NCC1CCCO1 (centres undefined)	-4	-14
COCCn1c(-c2ccsc2)nc2c1c(=O)[nH]c(=O)n2CC(C)C	7	/
CC1CCCCC1NC(=O)COC(=O)COc1ccc(Cl)cc1 (centres undefined)	9	/
COCCN(CC(=O)NC1CCCCC1)C(=O)c1csnn1	-12	/
CCN(CC)S(=O)(=O)c1ccc(NC(=O)c2ccccc2N(C)S(C)(=O)=O)cc1	8	/
COCCCn1c2nc3ccccc3nc2c2c(=O)n(-c3ccccc3OC)cnc21	-2	-6
CCCc1cc(=O)n2[nH]c(C)nc2n1	-12	-8
O=C(CN1C(=O)CCSc2ccccc21)Nc1ccccc1	-11	-10
O=C(NC[P+](=O)O)OCc1ccccc1	30	-4
CCNc1nc(NCC)nc(OCCNS(=O)(=O)c2cc(C)ccc2C)n1	6	9
CCCCn1c(SCC(=O)N2CC(=O)Nc3ccccc32)nnc1-c1ccoc1C	-11	-15
COc1cccc(Oc2cn[nH]c2-c2ccc(O)cc2O)c1	4	-44
CCCCCc1cc(=O)oc2c(C(CCN3CCCCC3)c3ccc(OC)cc3)c(OC)cc(OC)c12 (centres undefined)	10	/
O=C(CCCN1C(=O)c2ccccc2C1=O)NC1CCCCCC1	26	/
CCOC(=O)C1CCN(C(=O)C2CCN(S(=O)(=O)c3c(C)noc3C)CC2)CC1	-5	-4
CC1(C)Nc2ccc(O)cc2-c2c1ssc2=S	10	22
O=C1CC(c2ccccc2)CC(O)=C1C=NCCCN1CCOCC1 (centres undefined)	5	-2
Cc1occc1C(=O)Nc1cccc(C(=O)NCc2ccccc2)c1	4	-9
O=C(OCc1nc2ccccc2s1)[C@@H]1CCCN1S(=O)(=O)c1ccccc1F	9	/
